Source: PubChem BioAssay (National Center for Advancing Translational Sciences (NCATS))
BRCA1 expr act = increases BRCA1 expression | actives 1.1% (n = 380,000) | MCF7-BRCA1-FFLuc reporter, luminescence, 48 h; response scale: scaled: vehicle 0%, 10 µM genistein 100% | Potency, µM (titrated, usually from 46.1 µM), for the others: top-dose activation, actives largely listed as activators | AID 624202; active means well fitted activation curve with a large enough effect; inconclusive means small, poorly fitted or top-dose-only effect; inactive means no such curve, though single readings can be large or run the other way; further: nearly all actives have a fitted effect of over 80% in size; some results filed as inactive show a strong effect at the top dose
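48 h compound treatment of MCF7-BRCA1-FFLuc cells (phenol-red free MEM, 37 °C), then 15 min with luciferase substrate and luminescence imaging.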
* = called active by the depositor; u = inconclusive. Potency means the concentration at half of the fitted maximal effect.

SMILES | BRCA1 expr act
C#Cc1cccc(Nc2nc(NC(C)C)nc3ccsc23)c1 | -43.6%
OC[C@@H]1CN(Cc2ccc(Cl)cc2)C[C@H](n2cnc3c(NC4CC4)ncnc32)O1 | 2.5%
O=C(Nc1nnc([C@H]2C[C@H](O)[C@@H](CO)O2)s1)Nc1cccc2c1CCCC2 | 14.0%
Cn1cnc(S(=O)(=O)N2CCCCC2c2cc(C(=O)NCc3ccc(Cl)c(Cl)c3)no2)c1 (configuration not stated) | -4.3%
C#CCSc1nc2sc3c(c2c(=O)n1-c1cccc(OC)c1)CCN(C(C)=O)C3 | -20.9%
COCCNC(=O)C1CCCN(Cc2ccccc2Cl)CC1 (configuration not stated) | 1.9%
COc1ccc(NC(=O)CCc2c(C)nc3c(c2C)c(=O)n(C)c(=O)n3C)cc1OC | -5.1%
CC(C)c1cc(Cn2c3ccccc3c(=O)n2C(C)C)on1 | -6.9%
Cc1cc(C)cc(CC(=O)N2CCC2(C)C(=O)NS(=O)(=O)c2cccc(F)c2)c1 (configuration not stated) | 1.7%
CCC[C@@H]1C=C(C(=O)OCC)[C@H](c2ccccc2)N1S(=O)(=O)c1ccc(C)cc1 | -9.3%
COc1ccc(CNc2nc3c(-c4ccccc4)nnn3c3ccccc23)cc1 | -46.2%
O=C(NCc1ccccc1Br)c1cccs1 | 6.0%
c1ccc2nc3c(cc2c1)CCCC3 | u
C[n+]1ccc(/C=C/c2ccc(F)cc2)c2ccccc21 | -9.8%
O=c1[nH]cc(CCc2ccccc2)c2ncncc12 | 13.9%
Cc1ccc2c(c1)N(CC(=O)NCCc1ccccc1)C(=O)CO2 | 8.7%
Cc1oc(-c2ccccc2Cl)nc1CS(=O)(=O)CC(=O)NC(C)CCc1ccccc1 (configuration not stated) | -52.9%
CN1CCCCC1(C)C(=O)NCc1ccc(C(C)(C)C)cc1 (configuration not stated) | 7.4%
CN(C(=O)CSc1nc2ccc(NC(=O)c3ccccc3)cc2s1)c1ccccc1 | -28.5%
OCc1ccc(-c2cccc3nccn23)cc1 | 1.4%
Cc1cc(C)cc(NC(=O)Cn2c(=O)n(CCC(C)C)c(=O)c3cccnc32)c1 | 4.2%
COCCNc1nc2cc(-c3ccccc3)sc2c(=O)n1C | 0.0%
O=C(NCCc1ccc(O)cc1)c1[nH]c(C(F)(F)F)nc1-c1ccccc1 | 12.4%
CCOC(=O)C1(C)CCN1C(=O)c1csnn1 (configuration not stated) | 0.0%
O=C(NCC1CC1)c1ccc2sc([C@H]3C[C@H](O)[C@@H](CO)O3)nc2c1 | 3.5%
Clc1ccc2nc(-c3ccccc3)c(CC3CCCCC3)n2c1 | 12.7%
Cc1cc(C)c2c(n1)SCC(=O)N2CC(=O)Nc1ccccc1C | 21.5%
CCCS(=O)(=O)NC(=O)C1(C)CCN(C(=O)c2ccc(C(F)(F)F)nc2C)C1 (configuration not stated) | 1.8%
Cc1ccc(CNCc2ccccc2Cl)s1 | 0.0%
O=C(CSC1=Nc2ccccc2N=C(c2ccc(F)cc2)C1)NCc1ccc(Cl)cc1 | -38.6%
CC[C@H](NC(=O)/C=C/[C@H]1O[C@@H](n2cc(C)c(=O)[nH]c2=O)C[C@@H]1O)c1ccccc1 | 25.0%
CN(C)CCCOc1ccc(-c2cc3nc(NCc4cccnc4)n(C)c(=O)c3s2)cn1 | 3.5%
CCC(C(=O)Nc1ccc(C(=O)OC)cc1)n1nc(-c2ccc(C)cc2)c2c(c1=O)CCCC2 (configuration not stated) | -35.9%
O=C(Nc1ccc2nc([C@H]3C[C@H](O)[C@@H](CO)O3)[nH]c2c1)NC(c1ccccc1)c1ccccc1 | 20.0%
Cc1nc2c(OCc3ccc(C#N)cc3)cccn2c1N(C)Cc1cccs1 | -28.0%
CCS(=O)(=O)N1CCc2cc(C(=O)NCCc3ccccc3)ccc21 | u
CCC(C)N(c1ccc(/C=C/c2ccnc3ccccc23)cc1)C(C)CC (configuration not stated) | 3.4%
Cc1ccccc1-c1cc2nc(Oc3cccc4ccccc34)n(C)c(=O)c2s1 | -1.7%
CC(C)(C)c1ccc(CC(=O)N2CCC2(C)C(=O)NS(=O)(=O)c2cccc(C#N)c2)cc1 (configuration not stated) | 4.2%
Nc1ccn([C@@H]2O[C@H](C(=O)N3CCCN(Cc4ccccc4F)CC3)[C@@H](O)[C@H]2O)c(=O)n1 | 16.2%
CCOC(=O)c1c(C)[nH]c(C)c1S(=O)(=O)N1CCC(C(=O)Nc2ccc(C)cn2)CC1 | 14.2%
CCc1ccc(C(=O)Nc2ccc3nn(-c4ccc(C)c(Cl)c4)nc3c2)cc1 | -1.9%
CCCCNc1c(-c2ccccn2)nc2nc(C)cc(C)n12 | 0.0%
COc1cc(F)ccc1-c1cc(C(=O)NCc2cccc(Cl)c2)[nH]n1 | 14.3%
O=C(Nc1cccc(F)c1)c1ccc(-n2cncn2)c2ccoc12 | u
CCCCN1CC(N2CCCCC2)CS1(=O)=O (configuration not stated) | 3.2%
Cc1cccc(-c2cc(NC(=O)c3ccccc3C)n(-c3ccccc3)n2)c1 | 0.0%
O=C(Nc1nnc([C@@H]2C[C@H](O)[C@@H](CO)O2)s1)Nc1cccc2c1CCCC2 | 0.5%
COc1ccc(N2C(=O)CSC23C(=O)N(C)c2ccccc23)cc1Cl (configuration not stated) | 50.6%
CCNC(=O)C1CCCN(C(=O)c2ccc(-c3ccccc3)cc2)CC1 (configuration not stated) | 4.0%
CCOC(=O)c1ccc(-c2ccc3ncnc(NCc4csc(C)n4)c3c2)o1 | 0.0%
COc1ccc(-c2cnc3c(NC=O)cc(-c4ccc(S(C)(=O)=O)cc4)cn23)cc1OC | -59.9%
COc1ccc(CN(Cc2ccccc2)C(=O)CN2CCN(C)CC2)cc1COc1ccc(NC(C)=O)cc1 | 6.0%
O=C(Nc1ccc(F)cc1)Nc1nnc([C@@H]2C[C@H](O)[C@@H](CO)O2)s1 | 33.4%
O=C1NC[C@H](Cc2ccc(O)cc2)N(CCc2cccc(F)c2)C1=O | 24.2%
O=C(Nc1cccc(OC(F)(F)F)c1)[C@@H]1O[C@H](CO)[C@H](O)[C@H](O)[C@H]1O | 6.3%
COc1ccc(N2CCN(C(=O)c3c(C)oc4ncnc(N5CCCCC5)c34)CC2)cc1 | -2.3%
CCc1nc2c(OCCC3CCCCC3)cccn2c1N(C)C(=O)C1CC1 | -18.1%
O=C(NC1CCCC1)c1c[nH]c2ccc(S(=O)(=O)Nc3cccc(C(F)(F)F)c3)cc2c1=O | -11.9%
CCOC(=O)N1CCN(C(=O)CN2C(=O)/C(=C\c3cccc(OC)c3)SC2=S)CC1 | 7.2%

Continuation.
SMILES | BRCA1 expr act
O=C(NCc1ccccc1)C1c2ccccc2OCC(=O)N1CCc1ccccc1 (configuration not stated) | 15.2%
Cc1cc(C)c(Cn2c(=O)n(CCCCC(=O)NCc3ccccc3Cl)c(=O)c3ccccc32)c(C)c1 | -3.6%
CC(=O)Nc1cncc(-c2cccc(S(C)(=O)=O)c2)n1 | 6.4%
CC(=O)Nc1cccc(-c2cc3nc(NCc4cccnc4)n(C)c(=O)c3s2)c1 | 16.6%
Cc1ccccc1-c1nc(NCC2CC2)nc2ccsc12 | -12.5%
CN(C)CCNc1nc(Oc2cccc(F)c2)c2sccc2n1 | 0.0%
CCOC(=O)CCc1c(C)nc2cc(-c3cc(OC)cc(OC)c3)[nH]n2c1=O | 8.6%
CCOC(=O)c1ccc(NC(=O)c2cc3sccc3n2Cc2ccc(Cl)cc2)cc1 | -25.0%
Cc1noc(C)c1S(=O)(=O)NC(=O)C1(C)CCN1C(=O)C1(c2ccc(Cl)cc2)CCC1 (configuration not stated) | -6.0%
Cc1ccc(-c2cc3nccc(-c4cc([N+](=O)[O-])ccc4O)n3n2)cc1 | -56.3%
CCCCNC(=O)C1CCN(S(=O)(=O)CCC)CC1 | 17.9%
NC(CCc1ccccc1)c1csc(NC(=O)Nc2ccccc2Oc2ccccc2)n1 (configuration not stated) | -29.5%
COc1cccc(NC(=O)c2sc3nc(N4CCOCC4)c4c(c3c2N)CC(C)(C)OC4)c1 | 10.4%
CCCNC(=O)C1(C)CCCN(C(=O)c2ccc3sccc3c2)C1 (configuration not stated) | 20.5%
CCC(C)NC(=O)Cn1c(=O)n(CCCC(=O)NCc2ccc(C)cc2)c(=O)c2ccccc21 (configuration not stated) | -4.9%
Cc1cc(C)c(NC(=O)Cn2c(=O)n(Cc3ccco3)c(=O)c3ccc(C(=O)NC4CCCC4)cc32)c(C)c1 | 31.0%
COc1cccc(C(C)(O)c2nc(-c3cccc(C(=O)O)c3)cs2)c1 (configuration not stated) | 0.0%
CCN(CC)CCOC(=O)c1ccc(NC(=O)c2cc3c(=O)n(CC)c4ccccc4c3s2)cc1 | 0.0%
CCOc1ccc(C(=O)c2cn(CC(=O)Nc3cc(OC)ccc3OC)c3cc(OC)c(OC)cc3c2=O)cc1 | 0.2%
Cc1ccc2occ(-c3cc(-c4ccc(Cl)cc4)nc4c3COc3ccccc3-4)c(=O)c2c1 | -6.6%
CCn1c(=N)c(C(=O)NCc2ccccc2)cc2c(=O)n3cc(C)ccc3nc21 | -11.0%
COc1ccccc1C1NC(c2ccc3c(c2)OCO3)=CC(c2cc(Br)ccc2O)N1 (configuration not stated) | -1.6%
Cc1cccc(C)c1-n1nnnc1C1c2ccccc2C(=O)N1C1CC1 (configuration not stated) | 24.6%
COC(=O)c1cc(=O)nc(NNC(C)=O)s1 | -0.7%
COC(=O)c1ccc(CN2C(=O)C(Cc3ccccc3)ON=C2c2ncccc2C)o1 (configuration not stated) | 16.5%
Cc1ccc(OCc2nc3ccccc3n2Cc2ccccc2Cl)cc1 | 0.0%
CC1(C(=O)NS(=O)(=O)c2cccc(C#N)c2)CCN1C(=O)CC1CCCCC1 (configuration not stated) | 22.5%
CCCCCCCCCOC(=O)CNc1nc(C#N)nc(NCC(=O)OCCCCCCCCC)n1 | 2.4%
Cc1ccc(Cl)cc1N1CCN(C(=O)c2ccc3c(c2)N(Cc2ccccc2F)C(=O)c2ccccc2S3(=O)=O)CC1 | 5.5%
CCCS(=O)(=O)NC(=O)C1(C)CCN(C(=O)c2ccco2)C1 (configuration not stated) | 1.4%
COc1ccc(-n2nc(C(=O)Nc3ccc(C(C)=O)cc3)nc2-c2ccccc2)cc1 | -21.3%
COc1ccc2c(c1)c1c(c(=O)n(-c3cccc(Cl)c3)c(=O)n1C)n2C | -5.3%
OC(c1ccccc1)c1nc(-c2ccccc2)cs1 (configuration not stated) | 92.1%
COC(=O)[C@@]1(Sc2ccc(C)cc2)CC(=O)N(C(=O)/C=C/c2ccccc2)[C@@H]1c1ccccc1 | -39.6%
Cc1cnc(CNC(=O)c2csc([C@@H]3C[C@H](O)[C@@H](CO)O3)n2)cn1 | 13.7%
Cc1cc(OCC(=O)NCC2(N(C)C)CCCCC2)cc(C)c1Cl | -8.5%
COc1ccc(-c2cc(NC(C)=O)c3ncc(-c4ccccc4)n3c2)c(OC)c1 | 5.8%
CC(C)c1ccc(NS(=O)(=O)c2cc(Br)cc3c2N(C(=O)C2CC2)CC3)cc1 | 11.7%
COc1ccc(CCNc2nc(-c3ccc(OC)c(OC)c3)cc(C(F)(F)F)n2)cc1OC | -39.2%
OC(c1ccc(Cl)cc1)c1ncc(-c2cccc(F)c2)[nH]1 (configuration not stated) | -0.7%
CCCCCCCCNc1ccc(/C=C/c2ccnc3ccccc23)cc1 | -2.0%
Fc1ccc2nc(-c3ccccc3)ccc2c1 | 8.7%
Cc1cc2ccc(Cl)nc2nc1C | 11.0%
COCCNC(=O)C1(C)CCN(Cc2ccccc2C#N)C1 (configuration not stated) | 9.6%
COc1ccc(CCNC(=O)CN(c2ccc(C)cc2)S(=O)(=O)c2ccc(OC)cc2)cc1 | -11.8%
COc1cccc(CNc2nc3cc(-c4ccc(OC)cc4C)sc3c(=O)n2C)c1 | -31.0%
CSc1ccc(CCNC(=O)Cn2c(C)c3cnn(-c4ccccc4)c(=O)c3c2C)cc1 | 0.5%
COC(=O)CSc1nc2sc3c(c2c(=O)n1-c1ccc(C)cc1)CC(C(C)C)OC3 (configuration not stated) | -4.6%
Cc1c(NS(=O)(=O)c2ccccc2)cc(C(C)C)c(O)c1S(=O)(=O)c1ccc(Cl)cc1 | -22.7%
CC(=O)c1ccc(OC2(C)CCN(Cc3ccc(C)cc3)C2)cc1 (configuration not stated) | 12.0%
COc1ccc(C(=O)CN2C(=O)N(c3cc(C)ccc3C)S(=O)(=O)c3ccccc32)cc1 | -1.5%
Cc1cc(I)ccc1Nc1nc(NCCN2CCOCC2)nc(N2CCOCC2)n1 | 0.0%
COc1ccc(NC(=O)C2c3ccccc3OCC(=O)N2Cc2ccco2)cc1 (configuration not stated) | 1.2%
CC(=O)Nc1cnc(/C=C\CCCO)cn1 | 8.8%
CCCc1c(-c2cccc(Cl)c2)ncn1CCc1ccccc1OC | -32.7%

Some of the compounds tested. The share of hits here may be higher or lower than overall.
